Bioassay records (PubChem)
KCNQ1 pot – potentiators or activators of KCNQ1 channel, primary screen, cell-based, thallium flux, high-throughput. AID 2648, 2010. Potassium voltage-gated channel subfamily KQT member 1 (Homo sapiens), P51787. 310,000 compounds, 0.35% hits. B-score at 10 µM. CHO-K1 KCNQ1, thallium flux FluxOR fluorescence; hits give high values;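 active = fluorescence ratio B-score, a plate-corrected score, at least three library SD, with initial intensity B-score within 5 SD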
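Material: CHO-K1 cells stably expressing KCNQ1. Medium: assay buffer for compound exposure, DMSO matched across wells. Reagent: K+/Tl+ depolarizing stimulus. Compound dosing: single-concentration screen. Times: 37 °C overnight plating, 90-min dark dye load, 20-min compound pretreatment. Technique: FluxOR Tl+ flux fluorescence.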
GSK3A inh – blockers of GSK3A enzyme activity – biochemical, luminescence, cell-free homogeneous, HTS, primary screen | Glycogen synthase kinase-3 alpha (Homo sapiens), P49840 | GSK-3 alpha kinase, ADP-Glo luminescence, 60 min | inhibition, % at 10 µM | 320,000 compounds, 0.1% hits | AID 2650, 2010;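 in the data active = inhibition above about 50%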;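 note: GST-tagged GSK-3 alpha with peptide substrate and 25 µM ATP; 0% = DMSO neutral wells and 100% = GW8510 positive control wells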
GSK3B inh – human GSK3beta kinase inhibitors, primary screen, biochemical, cell-free homogeneous, HTS. activity score (negative = inhibition), % at 10 µM. 300,000 compounds, 0.038% hits. Glycogen synthase kinase-3 beta (Homo sapiens), P49841. GST-GSK3beta kinase, ADP-Glo luminescence, 60 min; hits give low values;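 active = more than half of replicate wells score below -50%, meaning over 50% inhibition versus plate controls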;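 note: 0% = median DMSO wells and -100% = median GW8510 positive control wells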
Target sequence (P49841 whole entry, looked up): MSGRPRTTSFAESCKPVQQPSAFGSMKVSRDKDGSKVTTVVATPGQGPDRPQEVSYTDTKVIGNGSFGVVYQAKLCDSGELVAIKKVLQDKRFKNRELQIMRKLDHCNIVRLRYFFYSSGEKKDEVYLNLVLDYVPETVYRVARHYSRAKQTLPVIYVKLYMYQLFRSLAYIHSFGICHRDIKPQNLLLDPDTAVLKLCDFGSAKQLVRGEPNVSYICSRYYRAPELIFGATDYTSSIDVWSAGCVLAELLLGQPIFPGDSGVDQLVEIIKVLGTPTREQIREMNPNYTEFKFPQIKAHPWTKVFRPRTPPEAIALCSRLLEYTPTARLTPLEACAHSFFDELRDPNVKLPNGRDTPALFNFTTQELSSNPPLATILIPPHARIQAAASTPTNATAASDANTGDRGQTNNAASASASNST
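Test system: GST-fused GSK3beta enzyme, cell-free | Quantity: 1.6 ng GST-GSK3beta enzyme per well | Reagent: 25 µM ATP with peptide substrate | Schedule: 60 min enzyme reaction, room temperature | Signal: Luminescent ADP-Glo measurement of ADP formed | Read-out basis: Score relative to plate controls | Control set: DMSO and 20 µM GW8510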
KCNK9 inh – KCNK9 potassium channel inhibitors, primary screen, HEK293 cells, thallium flux. Potassium channel subfamily K member 9 (Homo sapiens), Q9NPC2. FluxOR thallium flux fluorescence; hits give low values. B-score at 10 µM. 310,000 compounds, 1.2% hits. AID 488922, 2010;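 active = ratio B-score over 3 SD below the library mean, with starting fluorescence within 5 SD of its mean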;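 note: negative B-score means less thallium flux so channel inhibition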
PolyA inhibitor – polyadenylation inhibitors in yeast reporter cells, primary screen, luminescence, S. cerevisiae; S. cerevisiae SKY197-pL101 polyadenylation reporter, beta-gal luminescence; efflux-impaired pdr1/pdr3 knockout yeast; score 100 = 6 SD above DMSO; calls only at 12 µM; 300,000 compounds, 0.02% hits; AID 1875, 2009;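 active = lowest replicate activity score at least 50, where 100 means six control SD above control mean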;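 note: yeast exposed to compound for 9 h at 30 °C; higher score means more reporter readthrough which indicates perturbed polyadenylation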
KCNK3 block – human KCNK3 channel inhibitors, primary screen, CHO cells, FluxOR thallium flux, B-score | Potassium channel subfamily K member 3 (Homo sapiens), O14649 | FluxOR fluorescence; hits give low values | B-score at 10 µM | 340,000 compounds, 0.84% hits;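 active = B-score under library mean minus 4 SD, starting fluorescence ratio at most library mean plus 5 SD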;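 note: more negative B-score means stronger inhibition of thallium flux through KCNK3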
Target sequence (O14649 whole entry, looked up): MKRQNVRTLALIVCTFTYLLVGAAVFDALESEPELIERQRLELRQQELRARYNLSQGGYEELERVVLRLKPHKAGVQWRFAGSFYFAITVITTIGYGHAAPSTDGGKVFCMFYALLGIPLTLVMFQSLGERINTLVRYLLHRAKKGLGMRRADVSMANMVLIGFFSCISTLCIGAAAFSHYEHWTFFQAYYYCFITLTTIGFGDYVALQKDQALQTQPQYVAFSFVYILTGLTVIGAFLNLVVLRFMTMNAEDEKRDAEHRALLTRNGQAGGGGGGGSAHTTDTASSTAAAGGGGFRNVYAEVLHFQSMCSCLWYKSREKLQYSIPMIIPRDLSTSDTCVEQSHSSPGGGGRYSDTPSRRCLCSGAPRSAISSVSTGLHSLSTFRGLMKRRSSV
Dyrk1A ADPGlo – rat Dyrk1A kinase inhibitors, primary screen, biochemical, single point, plate reader. ADP-Glo luminescence, NFATc1 peptide. inhibition, % at 12.5 µM. 310,000 compounds, 0.43% hits; in the data active = inhibition above about 50%;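 note: plate controls were vehicle with enzyme for no effect and no enzyme for full effect; many of its hits are not listed in these tables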
RGS4 act – RGS4 potentiators or activators, primary screen, cell-based, HEK293 M3R inducible RGS4, calcium flux; AID 463111, 2010; B-score at 10 µM; carbachol calcium flux Fluo4; hits give low values; 310,000 compounds, 0.92% hits;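 active = B-score of the integrated calcium signal more than 4 SD below the library mean, with starting fluorescence not abnormally high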;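 note: negative B-score means reduced calcium response which marks RGS4 activation or potentiation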
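test system = HEK293 cells with stable M3R and inducible RGS4 | schedule = recording 10 s baseline at 1 Hz, 100 s post-agonist | technique = Fluo4-AM (2 µM) calcium-flux fluorescence, kinetic read | measure = Agonist-evoked peak-minus-minimum fluorescence over baseline, integrated ratio, B score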
hERG protect – hERG rescue from dofetilide block, primary screen, cell-based, CHO-hERG, FluxOR thallium flux, dofetilide IC70; 310,000 compounds, 0.51% hits; dofetilide IC70 present; Voltage-gated inwardly rectifying potassium channel KCNH2 (Homo sapiens), Q12809; activation (rescue from dofetilide block), less the hit threshold, % at 10 µM; AID 1511, 2009;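 active = activation above the mean of controls blocked by dofetilide plus 5 SD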;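 note: thallium influx through hERG after potassium depolarization seen as dye fluorescence rise; in these data hits start at about 4.7%; inactives centre near -7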
RGS4 inh – RGS4 inhibitors, primary screen, cell-based, HEK293 M3R inducible RGS4, calcium flux | Regulator of G-protein signaling 4 (Homo sapiens), P49798 | Fluo-4 calcium flux; hits give high values; triggered by carbachol at its EC20 | B-score at 10 µM | 310,000 compounds, 0.45% hits | AID 463165, 2010;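 active = B-score, a plate-corrected calcium signal, over three deviations above library mean, with baseline fluorescence within five deviations of library mean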;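 note: RGS4 expression induced by doxycycline in cells with stable M3 receptor; B-score is computed from the integrated fluorescence ratio over baseline after carbachol; higher B-score means a larger calcium signal and so more RGS4 inhibition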
Target sequence (P49798 whole entry, looked up): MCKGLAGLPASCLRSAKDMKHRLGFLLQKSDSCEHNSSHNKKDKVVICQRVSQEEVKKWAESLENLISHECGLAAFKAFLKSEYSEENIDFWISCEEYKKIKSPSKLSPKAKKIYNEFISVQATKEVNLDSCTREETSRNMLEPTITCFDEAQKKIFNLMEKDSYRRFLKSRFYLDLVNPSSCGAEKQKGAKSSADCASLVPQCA
KCNQ1 inh – inhibitors of human KCNQ1 channel, primary screen, cell-based, thallium flux, high-throughput; Potassium voltage-gated channel subfamily KQT member 1 (Homo sapiens), P51787; AID 2642, 2010; B-score at 10 µM; 310,000 compounds, 1.3% hits; CHO-K1 KCNQ1, FluxOR thallium flux fluorescence; hits give high values;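 active = compounds whose thallium flux B-score, printed positive for inhibition, exceeds three library SD while starting fluorescence stays within three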;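 note: channel opened by potassium depolarization with thallium stimulus after 20 min compound exposure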
* marks the source's active call; other numbers are inactive results. This is a subset; the hit share may differ from the screen's.

For CCOC(=O)N/N=C(\C)c1ccc(C)c([N+](=O)[O-])c1 the results were KCNQ1 pot inactive, GSK3A inh -0.1, GSK3B inh 4.3, KCNK9 inh inactive, PolyA inhibitor inactive, KCNK3 block inactive, Dyrk1A ADPGlo -4.8, RGS4 act inactive, hERG protect -5.8, RGS4 inh inactive and KCNQ1 inh inactive.
Screening Cc1[nH]n(-c2ccc(Cl)c(Cl)c2)c(=O)c1CCO returned KCNQ1 pot inactive, GSK3A inh -0.7, GSK3B inh 15.1, KCNK9 inh inactive, PolyA inhibitor inactive, KCNK3 block inactive, Dyrk1A ADPGlo 0.7, RGS4 act inactive, hERG protect -5.0, RGS4 inh inactive and KCNQ1 inh inactive.
O=C(O)c1ccc2c(=O)n3c(nc2c1)/C(=C/c1ccc(C(F)(F)F)cc1)CC3 was read as KCNQ1 pot inactive, GSK3A inh 0.0, GSK3B inh 3.1, KCNK9 inh inactive, PolyA inhibitor inactive, KCNK3 block inactive, Dyrk1A ADPGlo -1.8, RGS4 act inactive, hERG protect -9.9, RGS4 inh inactive and KCNQ1 inh inactive.
Screening CCCCCCC1CCC(C(=O)Nn2c(C)nc3ccccc3c2=O)CC1 (stereo not drawn) returned KCNQ1 pot inactive, GSK3A inh 2.4, GSK3B inh 0.1, KCNK9 inh inactive, PolyA inhibitor inactive, KCNK3 block inactive, Dyrk1A ADPGlo -13.1, RGS4 act inactive, hERG protect -1.6, RGS4 inh inactive and KCNQ1 inh inactive.
O=C(C1CCN(c2nnc(-n3cccc3)s2)CC1)N1CCOCC1 was read as KCNQ1 pot inactive, GSK3A inh -1.4, GSK3B inh 1.5, KCNK9 inh inactive, PolyA inhibitor inactive, KCNK3 block inactive, Dyrk1A ADPGlo 0.3, RGS4 act inactive, hERG protect -5.7, RGS4 inh inactive and KCNQ1 inh inactive.
`CC1N(C)c2cc(NC(=O)c3ccco3)ccc2C1(C)C` (stereo not drawn) gave KCNQ1 pot inactive, GSK3A inh 1.2, GSK3B inh -1.6, KCNK9 inh inactive, PolyA inhibitor inactive, KCNK3 block inactive, Dyrk1A ADPGlo 3.1, RGS4 act inactive, hERG protect -8.6, RGS4 inh inactive and KCNQ1 inh inactive.
COc1ccc(OCC(O)Cn2c(N)nc3c2c(=O)[nH]c(=O)n3C)cc1 (stereo not drawn) was read as KCNQ1 pot inactive, GSK3A inh -0.9, GSK3B inh -0.3, KCNK9 inh inactive, PolyA inhibitor inactive, KCNK3 block inactive, Dyrk1A ADPGlo -3.4, RGS4 act inactive, hERG protect -7.8, RGS4 inh inactive and KCNQ1 inh inactive.
For C[C@]12C(=O)N(c3ccc(Cl)cc3)C(=O)N1[C@H]1c3ccccc3OC[C@@H]1[C@H]2c1ccccc1 the results were KCNQ1 pot inactive, GSK3A inh 8.8, GSK3B inh -0.6, KCNK9 inh inactive, PolyA inhibitor inactive, KCNK3 block inactive, Dyrk1A ADPGlo 4.4, RGS4 act inactive, hERG protect -6.7, RGS4 inh inactive and KCNQ1 inh inactive.
For C=CCNC(=O)c1c(-c2c(F)cccc2Cl)noc1C the results were KCNQ1 pot inactive, GSK3A inh 3.2, GSK3B inh -2.9, KCNK9 inh inactive, PolyA inhibitor inactive, KCNK3 block inactive, Dyrk1A ADPGlo 0.3, RGS4 act inactive, hERG protect 0.9, RGS4 inh inactive and KCNQ1 inh inactive.
`CC(C)CC(=O)NC(=S)Nc1ccccc1N1CCCC1` gave KCNQ1 pot inactive, GSK3A inh -0.9, GSK3B inh 3.1, KCNK9 inh inactive, PolyA inhibitor inactive, KCNK3 block inactive, Dyrk1A ADPGlo 7.7, RGS4 act inactive, hERG protect -1.2, RGS4 inh inactive and KCNQ1 inh inactive.
`CCn1c(C)c(C)c2cc(C(=O)NCCc3ccco3)ccc21` gave KCNQ1 pot inactive, GSK3A inh -0.3, GSK3B inh -2.2, KCNK9 inh inactive, PolyA inhibitor inactive, KCNK3 block inactive, RGS4 act inactive, hERG protect -9.0, RGS4 inh inactive and KCNQ1 inh inactive.
Screening CC(NC(=O)c1cc2cc(Cl)ccc2oc1=N)c1ccccc1 (stereo not drawn) returned KCNQ1 pot inactive, GSK3A inh -2.8, GSK3B inh 3.5, KCNK9 inh inactive, PolyA inhibitor inactive, KCNK3 block inactive, Dyrk1A ADPGlo -2.6, RGS4 act inactive, hERG protect -9.8, RGS4 inh inactive and KCNQ1 inh inactive.
For CC(C)(C)NC(=O)C(=O)NNC(=O)COc1ccc(Br)cc1 the results were KCNQ1 pot 8*, GSK3A inh -2.6, GSK3B inh -2.2, KCNK9 inh inactive, PolyA inhibitor inactive, KCNK3 block inactive, Dyrk1A ADPGlo -3.2, RGS4 act inactive, hERG protect 5.1*, RGS4 inh inactive and KCNQ1 inh inactive.
CCOC(=O)CN(C(=O)c1snc(C(N)=O)c1N)C(C(=O)NCCC(C)C)c1ccc(F)cc1 (stereo not drawn) was read as KCNQ1 pot inactive, GSK3A inh -0.9, GSK3B inh 0.1, KCNK9 inh inactive, PolyA inhibitor inactive, KCNK3 block inactive, Dyrk1A ADPGlo -12.7, RGS4 act inactive, hERG protect -10.9, RGS4 inh inactive and KCNQ1 inh inactive.
For O=C1c2ccccc2S(=O)(=O)c2cc(C(=O)N3CCN(c4ccccc4)CC3)ccc21 the results were KCNQ1 pot inactive, GSK3A inh 0.8, GSK3B inh -0.7, KCNK9 inh inactive, PolyA inhibitor inactive, KCNK3 block inactive, Dyrk1A ADPGlo 2.1, RGS4 act inactive, hERG protect -9.7, RGS4 inh inactive and KCNQ1 inh inactive.
CN(C)CCn1c2c(c(SCC(=O)Nc3ccc4c(c3)OCCO4)nc1=O)CCCC2 was read as KCNQ1 pot inactive, GSK3A inh -3.4, GSK3B inh 1.7, KCNK9 inh inactive, PolyA inhibitor inactive, KCNK3 block inactive, Dyrk1A ADPGlo 3.3, RGS4 act inactive, hERG protect -10.8, RGS4 inh inactive and KCNQ1 inh inactive.
Screening CC(C)(C)c1cc(O)c(C(C)(C)C)cc1O returned KCNQ1 pot 8*, GSK3A inh 1.2, GSK3B inh 0.4, KCNK9 inh -8.51*, PolyA inhibitor inactive, RGS4 act -8.54*, hERG protect -9.0, RGS4 inh inactive and KCNQ1 inh inactive.
Screening Cc1ccc(CC(=O)N2CCN(S(=O)(=O)c3ccccc3)CC2)cc1C returned KCNQ1 pot inactive, GSK3A inh -1.3, GSK3B inh 5.0, KCNK9 inh inactive, PolyA inhibitor inactive, KCNK3 block inactive, Dyrk1A ADPGlo 3.1, RGS4 act inactive, hERG protect -10.0, RGS4 inh inactive and KCNQ1 inh inactive.
COc1ccc(C(=O)CN2C(=O)NC3(CCCCC3)C2=O)cc1OC was read as KCNQ1 pot inactive, GSK3A inh -1.2, GSK3B inh 1.1, KCNK9 inh inactive, KCNK3 block inactive, Dyrk1A ADPGlo 2.4, RGS4 act inactive, hERG protect -14.9, RGS4 inh inactive and KCNQ1 inh inactive.
`O=C1C2=C(Nc3ccccc3SC2c2ccco2)c2ccccc21` (stereo not drawn) gave KCNQ1 pot inactive, GSK3B inh -0.5, KCNK9 inh -18.5*, PolyA inhibitor inactive, KCNK3 block inactive, Dyrk1A ADPGlo 24.9, RGS4 act inactive, hERG protect -9.0, RGS4 inh inactive and KCNQ1 inh 13*.
`O=C1Nc2ccccc2S/C1=C/Nc1cccc(Cl)c1` gave KCNQ1 pot inactive, GSK3A inh 0.1, GSK3B inh -1.8, KCNK9 inh inactive, PolyA inhibitor inactive, KCNK3 block inactive, Dyrk1A ADPGlo -1.7, RGS4 act inactive, hERG protect -15.9, RGS4 inh inactive and KCNQ1 inh inactive.
COc1ccc(OC)c(NC(=O)CCNC(=O)Cn2ccc3ccccc3c2=O)c1 was read as KCNQ1 pot inactive, GSK3A inh 0.9, KCNK9 inh inactive, PolyA inhibitor inactive, KCNK3 block inactive, Dyrk1A ADPGlo -0.5, RGS4 act inactive, hERG protect -10.3, RGS4 inh inactive and KCNQ1 inh inactive.
Screening CC12CCC(=O)N1C(C(=O)N1CCN(c3ccc(C(F)(F)F)cc3[N+](=O)[O-])CC1)CS2 (stereo not drawn) returned KCNQ1 pot inactive, GSK3A inh -2.0, GSK3B inh 2.7, KCNK9 inh inactive, PolyA inhibitor inactive, KCNK3 block inactive, Dyrk1A ADPGlo -0.1, RGS4 act inactive, hERG protect -13.0, RGS4 inh inactive and KCNQ1 inh inactive.
Screening Cc1cc2oc(=O)cc(Cn3nnc(-c4ccc(Cl)cc4)n3)c2cc1C(C)C returned KCNQ1 pot inactive, GSK3A inh -1.1, GSK3B inh 2.7, KCNK9 inh inactive, PolyA inhibitor inactive, RGS4 act inactive, hERG protect -3.2, RGS4 inh inactive and KCNQ1 inh inactive.
Screening O=C(O)c1ccc(N/N=C/C=C/c2ccccc2)cc1 returned KCNQ1 pot inactive, GSK3A inh -0.3, GSK3B inh 0.1, KCNK9 inh inactive, PolyA inhibitor inactive, KCNK3 block inactive, Dyrk1A ADPGlo 11.2, RGS4 act inactive, hERG protect -7.5, RGS4 inh inactive and KCNQ1 inh inactive.
Screening O=C(Nc1nccs1)c1cccc(N2C(=O)c3cccc4c([N+](=O)[O-])ccc(c34)C2=O)c1 returned KCNQ1 pot inactive, GSK3A inh -1.4, GSK3B inh 3.5, KCNK9 inh inactive, PolyA inhibitor inactive, KCNK3 block inactive, Dyrk1A ADPGlo 6.7, RGS4 act inactive, hERG protect -12.8, RGS4 inh inactive and KCNQ1 inh inactive.
